hcDAF12 agonist: activators of H. contortus DAF-12 nuclear receptor; hit rate 1.4% among 370,000; activation, % at 6.8 µM; HEK293 hcDAF-12 lit1-tk-luc reporter, luminescence; 0% DMSO, 100% Δ7-dafachronic acid;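 active means activation above the mean of all tested compounds plus 3 SD, cut at about 5.5% in these data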;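 further: 100% = response to 3 µM Δ7-dafachronic acid high control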
PLCb3 inh: PLC-beta3 (human) inhibition, primary screen. Q01970. Purified PLC-beta3, fluorogenic substrate, fluorescence. inhibition, % at 12.2 µM. hit rate 0.18% among 370,000; in the data active means inhibition above about 11%;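 further: 0% = median of compound wells on plate and 100% = full blocker control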
GAA850 FXN act: increases GAA850 frataxin promoter reporter activity; HEK293 lucGAA850 FXN promoter luciferase reporter, 24 h; percent of 10 µM SAHA response; hit rate 0.56% among 360,000; activation, % at 6 µM; AID 540364;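 active means activation above the average of all compounds screened plus 3 SD, cutoff fixed separately per campaign, cut at about 7.5% in these data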;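 further: 0% = DMSO wells and 100% = 10 µM SAHA wells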
DAX1 inh-1: inhibitors of DAX1 repression of SF-1 activated StAR promoter | inhibition, % at 6.8 µM | hit rate 1.1% among 370,000 | AID 652010 | HEK293T StAR-luciferase reporter, SF-1/DAX-1 repression relief;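 active means inhibition above the mean over all tested compounds plus 3 SD, cut at about 3.6% in these data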;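 further: 0% = DAX-1 cells with DMSO and 100% = cells lacking DAX-1 with DMSO; higher inhibition means more luminescence from relief of DAX-1 repression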
DAX1 inh-2: inhibits human nuclear receptor DAX1. P51843. HEK293 Gal4-DAX1 luciferase reporter, luminescence. inhibition, % at 6.75 µM. hit rate 0.99% among 340,000. AID 504766;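 active means inhibition above the mean over all tested compounds plus 3 SD, cut at about 4.2% in these data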;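 further: 0% = DAX1-transfected cells with DMSO and 100% = empty-vector control cells with DMSO; inhibition shows as a rise in luminescence from relieved DAX1 repression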
Target sequence (P51843 207-470 limits assumed): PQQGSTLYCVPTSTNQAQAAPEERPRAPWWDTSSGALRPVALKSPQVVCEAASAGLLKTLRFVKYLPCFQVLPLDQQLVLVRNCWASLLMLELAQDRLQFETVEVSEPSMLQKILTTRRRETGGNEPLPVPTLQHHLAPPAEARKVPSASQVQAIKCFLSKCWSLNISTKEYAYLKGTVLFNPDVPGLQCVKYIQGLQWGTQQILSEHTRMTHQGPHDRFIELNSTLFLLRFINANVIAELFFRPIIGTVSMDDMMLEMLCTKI
ssDAF12 agonist: S. stercoralis DAF-12 activation, primary screen; hit rate 1% among 370,000; HEK293 ssDAF-12/GRIP1 lit1-tk-luc reporter, luminescence; % of 3 µM dafachronic acid response; activation, % at 6.8 µM;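 active means activation above the mean over all tested compounds plus 3 SD, cut at about 0.9% in these data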;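 further: 0% = DMSO-only wells and 100% = 3 µM delta7-dafachronic acid wells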
hgDAF-12 ag: hgDAF-12 agonism, primary luciferase screen | hit rate 1.8% among 370,000 | HEK293 GAL4-hgDAF12 UAS-luciferase reporter, agonist luminescence; normalized to butyrate control | activation, % at 6.8 µM | AID 687014;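 active means activation above a cutoff set at the mean of all screened compounds plus 3 SD, cut at about 10% in these data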;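 further: 0% = DMSO wells and 100% = sodium butyrate wells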
sPLA2-III inh: Inhibits HGIII-sPLA2 liposome hydrolysis, primary screen | QFRET BODIPY PC-A2 liposome hydrolysis, fluorescence | inhibition, % at 12.2 µM | hit rate 0.56% among 370,000 | AID 743126;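 active means inhibition above mean plus 3 SD of compounds lying within the high and low control bounds, cut at about 19% in these data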;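 further: 0% = median of test compound wells and 100% = no enzyme DMSO wells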
ADAM10 inh: inhibits human ADAM10; O14672; recombinant ADAM10, EDANS/DABCYL FRET peptide cleavage, 3 h; inhibition, % at 7 µM; hit rate 0.62% among 370,000; AID 720582;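 active means inhibition above a per-campaign cutoff equal to the mean of compounds falling between control-based bounds plus 3 SD, cut at about 20% in these data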;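 further: 0% = DMSO wells while the 100% control is not disclosed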
Target sequence (O14672 214-748 limits assumed): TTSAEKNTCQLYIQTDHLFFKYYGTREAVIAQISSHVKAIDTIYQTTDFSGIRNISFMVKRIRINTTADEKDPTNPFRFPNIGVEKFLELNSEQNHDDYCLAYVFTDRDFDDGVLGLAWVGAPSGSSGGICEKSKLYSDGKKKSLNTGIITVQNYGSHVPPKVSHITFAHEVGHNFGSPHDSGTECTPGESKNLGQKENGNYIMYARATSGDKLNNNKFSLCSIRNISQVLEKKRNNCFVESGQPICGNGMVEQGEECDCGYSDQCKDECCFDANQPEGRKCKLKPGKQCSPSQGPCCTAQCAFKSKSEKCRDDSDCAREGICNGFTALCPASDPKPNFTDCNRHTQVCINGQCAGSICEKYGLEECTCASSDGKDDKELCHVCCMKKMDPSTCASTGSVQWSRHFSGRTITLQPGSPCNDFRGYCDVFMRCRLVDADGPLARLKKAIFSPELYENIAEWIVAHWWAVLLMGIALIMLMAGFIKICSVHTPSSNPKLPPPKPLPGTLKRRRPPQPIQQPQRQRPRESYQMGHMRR
PLC-gamma1 inh: inhibitors of human phospholipase C gamma1. purified PLC-gamma1, fluorogenic substrate, fluorescence. hit rate 0.84% among 370,000. inhibition, % at 12.2 µM. P19174; in the data active means inhibition above about 9.5%
ADAM17 inh: inhibitors of human ADAM17; P78536; recombinant ADAM17, EDANS/DABCYL FRET peptide cleavage; inhibition, % at 6.95 µM; hit rate 0.83% among 370,000; AID 720648;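 active means inhibition above the mean of compounds lying between control limits plus 3 SD, set per campaign, cut at about 8.5% in these data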;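 further: 0% = DMSO-only wells as the low control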
Numbers without * were called inactive; i = inactive; x = not tested or not shown.

SMILES | hcDAF12 agonist | PLCb3 inh | GAA850 FXN act | DAX1 inh-1 | DAX1 inh-2 | ssDAF12 agonist | hgDAF-12 ag | sPLA2-III inh | ADAM10 inh | PLC-gamma1 inh | ADAM17 inh
CN(C(=O)COc1ccc2ccc(=O)oc2c1)C1CCS(=O)(=O)C1 (centres undefined) | -1.9 | -10 | 0.6 | -0.5 | 1.4 | -0.8 | 0.4 | 4 | -139 | -4 | -44
O=c1c2ccccc2nc(/C=C/c2ccc(Br)cc2)n1CCO | -1.9 | -72 | 2.0 | -0.5 | x | -1.9 | -2.7 | -7 | 0 | -52 | 0
CCOc1ccc(OCC)c(Nc2cc(C)nc3nc(C)nn23)c1 | -1.3 | 1 | -3.2 | -0.7 | 1.4 | -1.6 | 3.0 | -5 | -2 | 3 | 1
O=C(COC(=O)C1C2CC3OC(=O)C1C3C2)Nc1ccccc1 (centres undefined) | -0.9 | -7 | -0.5 | 0.3 | -0.9 | -0.6 | 0.2 | 1 | -6 | -1 | -2
CC1CC(NC(=O)c2c(O)nc3sccn3c2=O)CC(C)(C)C1 (centres undefined) | -2.5 | -8 | 2.0 | 2.0 | 6.4* | -0.5 | 4.2 | -1 | -4 | -1 | -1
CCc1cc(=O)oc2cc(C)cc(OCC(=O)N[C@@H](CSCc3ccccc3)C(=O)O)c12 | -0.3 | -130 | 0.4 | 1.0 | 0.6 | -1.4 | 0.7 | -12 | -307 | -107 | -70
O=C1C2C(C(=O)N1c1ccncc1)C1C=CC2C12CC2 (centres undefined) | -1.1 | 1 | -2.3 | 0.9 | 2.5 | -1.2 | 1.1 | -2 | -5 | -1 | -4
OCCNc1nc(Nc2ccc(Cl)cc2)nc(N2CCCC2)n1 | -1.8 | 3 | 1.2 | -0.5 | -1.1 | -1.7 | -1.2 | -14 | 10 | 3 | 1
COc1cc2c(cc1NC(=O)c1cccnc1)oc1ccccc12 | 1.9 | -19 | -0.1 | 0.9 | 0.6 | 0.2 | 7.7 | -6 | -12 | -14 | -8
Cc1ccc2nc3sc(C(=O)NCc4ccco4)c(N)c3cc2c1 | 8.1* | -79 | 1.5 | 4.3* | -1.3 | 0.7 | 13* | 4 | -7 | -68 | -8
O=C(CCl)Nc1ccc(N=Nc2ccccc2)cc1 | 3.0 | 8 | -0.4 | -1.0 | 1.6 | 0.1 | 4.9 | 8 | 13 | 6 | 5
COc1ccccc1NCC(=O)c1ccc(Cl)cc1 | -1.9 | -3 | 2.2 | -0.1 | 0.0 | -1.3 | 1.9 | 6 | 4 | 1 | 1
COc1ccc(C2/C=C\CN(CC(C)C)CC(=O)N2Cc2cccc(F)c2)cc1 (centres undefined) | -1.4 | -1 | -1.3 | -0.2 | 0.3 | -1.4 | 0.2 | 2 | -2 | -1 | 2
CCOC(=O)c1ccc(NS(=O)(=O)c2c(C)nc3sccn3c2=O)cc1 | -1.8 | 0 | -0.6 | -0.3 | 0.3 | -1.5 | -1.6 | -13 | -1 | 2 | 2
Cc1ccc2occ(CN3CCN(c4ccccc4)CC3)c(=O)c2c1 | -0.9 | -10 | 1.1 | -0.2 | -0.4 | -1.5 | 5.2 | 14 | -71 | 2 | -18
Cc1nc2nc(-c3ccccc3)nn2c(C)c1C | 4.4 | -6 | 7.6* | 0.5 | 3.3 | 0.4 | 11* | 1 | -4 | -2 | -5
Oc1ccc(-n2nnnc2SCc2c(F)cccc2Cl)cc1 | -1.3 | -11 | 2.4 | -0.7 | 0.3 | -1.2 | 0.6 | -36 | 6 | -4 | 2
CN(CC(=O)Nc1ccccc1Cl)C(=O)COC(=O)C1=COCCO1 | 0.4 | -5 | -0.7 | 1.7 | 0.1 | -0.8 | 1.8 | 6 | 8 | -1 | 3
CCOc1ccc(CN(Cc2ccco2)C(c2cccs2)c2nnnn2C(C)(C)C)cc1 (centres undefined) | -2.3 | 4 | 2.9 | 0.1 | -1.1 | -1.5 | 0.4 | -11 | -8 | 4 | 1
O=C(CCc1ccccc1)N/N=C\c1cc2c(cc1Br)OCO2 | -1.4 | -5 | 0.2 | -2.4 | -0.4 | -1.2 | -0.2 | -3 | -11 | -6 | -3
CC1CCC/C(=C\Nc2ccc(C(=O)O)cc2)C1=O (centres undefined) | 0.1 | 2 | 4.5 | 1.7 | 2.6 | -0.8 | 8.4 | -1 | -2 | 2 | 0
O=C(Cn1nc(-c2ccccc2)ccc1=O)NCC1CCCO1 (centres undefined) | -0.8 | 3 | -1.2 | 0.2 | -0.1 | -1.8 | 0.1 | -1 | -5 | -2 | -4
CN(C)c1ccc(-n2cc3c(=O)n(C)c(=O)n(C)c3c2)cc1 | 4.1 | i | 1.6 | 1.8 | 1.9 | -0.6 | 3.8 | 3 | -15 | i | -8
COc1ccc(C(=O)C(C)OC(=O)CCN2C(=O)C3CC=CCC3C2=O)cc1 (centres undefined) | -1.4 | -12 | 1.4 | -0.1 | -0.7 | -1.4 | -0.2 | -1 | 1 | -2 | 0
C=CCn1c(=O)/c(=C2/SC(C)=C(C)N2CC)s/c1=C1/C(=O)N(CC)C(=S)N1c1ccccc1 | -1.2 | 3 | -1.8 | 0.2 | -0.7 | -0.9 | 2.8 | 1 | -1 | 3 | -3

Additional structures:
SMILES | hcDAF12 agonist | PLCb3 inh | GAA850 FXN act | DAX1 inh-1 | DAX1 inh-2 | ssDAF12 agonist | hgDAF-12 ag | sPLA2-III inh | ADAM10 inh | PLC-gamma1 inh | ADAM17 inh
COc1ccc(S(=O)(=O)N2CCCC(C(=O)NCC3CCCO3)C2)cc1Cl (centres undefined) | -0.2 | -2 | 1.1 | -0.2 | 0.8 | -1.2 | -1.6 | 5 | -2 | 0 | -3
Cc1ccc2nc(N(CCCN(C)C)C(=O)CS(=O)(=O)c3ccccc3)sc2c1 | -1.5 | -7 | -1.2 | -0.2 | -2.4 | -0.5 | -1.3 | -12 | -7 | -1 | 0
Cc1ccccc1NC(=O)c1ccc(C)c(S(=O)(=O)Nc2cccnc2)c1 | 1.0 | -11 | -1.8 | 0.0 | 0.6 | -1.3 | -3.3 | -1 | -8 | -2 | -3
CC(C)N(C(=O)Cn1cc(S(=O)(=O)CC(=O)NC2CCCCC2)c2ccccc21)C(C)C | -0.9 | -7 | -1.7 | -0.5 | -1.0 | -0.6 | 0.3 | -1 | 3 | -1 | -3
O=C1C=CC(=O)N1c1ccc(O)cc1 | 0.9 | -6 | 1.2 | 0.8 | -0.6 | -1.2 | -2.6 | 8 | -5 | 2 | -2
Cc1ccccc1N(C)S(=O)(=O)c1nnc(NC(=O)c2ccccc2F)s1 | -1.6 | -17 | -0.6 | -0.4 | 1.6 | -1.5 | 0.4 | -4 | -1 | -5 | -5
CSCCC(NC(=O)c1ccco1)C(=O)NCCc1ccc(F)cc1 (centres undefined) | -0.2 | -5 | 2.2 | 0.5 | 0.0 | -1.3 | 0.5 | 5 | -14 | -1 | -3
CCSC1=C(C#N)C(c2cccc(Br)c2)CC(=O)N1 (centres undefined) | -1.6 | 4 | 0.8 | 0.1 | 0.4 | -1.3 | -3.3 | 9 | 8 | 5 | -4
O=[N+]([O-])c1cccc(-c2ccc(C(=S)N3CCN(c4ccc(F)cc4)CC3)o2)c1 | 0.0 | 0 | -0.1 | -0.2 | 0.0 | -0.6 | 1.8 | 3 | 4 | 0 | 2
CN(C)CCNc1cc(-c2ccncc2)nc2ccccc12 | 2.1 | -66 | 0.6 | 1.0 | -1.0 | 0.8 | 1.2 | -6 | -21 | -51 | -7
COC(=O)C1CCN(C(=O)c2ccc3nc(-c4cccc(OC)c4)oc3c2)CC1 | 1.8 | -8 | 7.4 | 4.8* | -0.7 | 0.3 | 5.3 | 0 | -12 | -4 | 0
Cc1c(NC(=O)c2ncn[nH]2)cccc1-c1nc2ccccc2s1 | 1.6 | -2 | 1.9 | -0.5 | 1.2 | -0.4 | -3.6 | -22 | 9 | 0 | -2
C(=C\c1ccccc1)/CN1CCN(C(c2cccs2)c2nnnn2-c2ccc3c(c2)OCCO3)CC1 (centres undefined) | 0.3 | 5 | x | -2.2 | x | -1.5 | 0.2 | -17 | 11 | 2 | 4
COc1cccc(C(=O)NNC(=O)C(=O)Nc2cccc3ccccc23)c1 | -3.1 | -8 | 0.3 | -0.1 | 0.6 | -1.3 | 0.0 | -1 | 4 | 2 | 0
CNc1cc(N2CCCCCC2)ccc1[N+](=O)[O-] | -0.6 | 1 | 1.4 | -1.8 | -0.4 | -1.9 | 1.3 | 3 | 3 | 2 | -2
CCc1nnc2sc(-c3ccc(NC(=O)c4ccco4)cc3)nn12 | 0.0 | -28 | 0.1 | -1.3 | 0.2 | -1.5 | -0.7 | -7 | -28 | -19 | -6
CC(C)OC(=O)c1c(N)sc2c1CCCC2 | -1.8 | 0 | -3.4 | 1.6 | -0.2 | -1.5 | 0.6 | 20* | 12 | 2 | 0
CCCC1(C)C(C#N)C(=O)NC(=O)C1C#N (centres undefined) | 1.0 | 1 | -0.8 | 0.4 | -0.5 | -0.1 | 2.7 | 4 | -1 | 4 | -5
COc1ccccc1N1CCN(c2cc(N3CCCC3)nc(C)n2)CC1 | -1.3 | -1 | 1.0 | -0.3 | -1.9 | -1.8 | -2.7 | 7 | 5 | 1 | -3
CC(C)c1nnc(NC(=O)CCN2C(=O)c3ccccc3C2=O)s1 | -0.4 | 2 | 0.5 | 0.5 | 1.8 | 0.3 | 0.4 | 6 | 4 | -1 | 0
CCc1c(C(C)O)oc2ccc3c(C)cc(=O)oc3c12 (centres undefined) | -2.7 | -125 | x | -1.0 | x | -0.9 | -1.6 | 4 | -67 | -99 | -23
O=C(COC(=O)c1ccc(Cl)c(S(=O)(=O)N2CCCCC2)c1)NC1CCCCC1 | -0.6 | -5 | -0.7 | 1.4 | 1.5 | 0.1 | 0.3 | -2 | -5 | -1 | -3
Cc1ccc(S(=O)(=O)N/N=C/c2ccc(OCC(=O)N3CCOCC3)cc2)cc1 | -1.1 | 1 | 0.8 | 0.1 | 0.8 | -1.1 | -1.5 | 0 | -2 | 1 | 0
Cc1c(C)n2c(SCC(=O)N3CC(C)OC(C)C3)nnc2[nH]c1=O (centres undefined) | -0.8 | -7 | -0.4 | -0.6 | 0.5 | -0.2 | -0.6 | 6 | -6 | -1 | -10
O=C(c1cccc(S(=O)(=O)NCc2ccccc2)c1)N1CCCC(C(F)(F)F)C1 (centres undefined) | 0.0 | -2 | -1.7 | -1.5 | -0.5 | -1.4 | -3.0 | -16 | 3 | -3 | 1
Cc1cc(-c2n[nH]c(=S)n2/N=C/C=C/c2ccccc2)n[nH]1 | 0.3 | 3 | 0.9 | -0.2 | -0.8 | -0.2 | -1.1 | 8 | -2 | -1 | -3
COc1cc(OC)c(OC)cc1/C=C1\SC(N2CCCCC2)=NC1=O | -1.8 | -221 | 6.5 | 0.0 | -1.8 | -0.8 | -3.8 | 0 | -2 | -169 | -3
CC1=C(C(=O)N2CCOCC2)C(c2ccc(C)cc2)NC(=S)N1 (centres undefined) | -1.2 | 1 | -0.3 | 0.3 | -0.8 | -1.8 | -2.4 | 4 | -5 | 2 | -3

High-throughput results (PubChem BioAssay)
